NFkB transloc pot – enhances IL-1B driven NFkB nuclear translocation. AID 819. 0.3% of 94,000 active. activation, % at 2 µM. HUVEC IL-1B NFkB p65 nuclear translocation imaging;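 active = activation above 40%, about the mean plus 3 SD, also judged a hit on visual image review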;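 also: percent activation is computed from the nuclear over cytoplasmic p65 intensity ratio; values of inactives mirror those of a sister screen read the other way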
Bcl-B TR3 displacers – displacers of TR3 peptide from Bcl-B, primary screen, selectivity assay for Bfl-1 inhibitor project, biochemical, fluorescence polarization; FP displacement of FITC-TR3 peptide from Bcl-B; higher % means a stronger effect; displacement, % at 20 µM; hits with a dose series show IC50 in µM; 0.11% of 96,000 active; AID 748;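 active = displacement above 50% at 20 µM plus a fluorescence interference ratio under 1.5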;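 also: plate controls were wells without compound for no effect and wells lacking Bcl-B protein for full effect; a part of the inactive calls stands beside numbers as strong as those of hits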
PLAP inhibitors HTS – PLAP enzyme inhibitors, biochemical, luminescence, HTS (AID 690). purified PLAP, luminescent substrate; higher % means a stronger effect. inhibition, % at 20 µM, or IC50 in µM where a hit was titrated. 0.08% of 96,000 active; in the data active = a potency from the dose series; inactive = the rest, 99 in 100 with inhibition below about 30%; also: strong numbers were not always called active
MRP reversal – MRP-mediated drug resistance reversal; H69AR cells + 2 uM doxorubicin, CellTiter-Glo, 72 h; differential viability (reversal), % at 10 µM; 0.04% of 85,000 active; AID 602;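 active = viability drop by adding the cancer drug above about 55%, with treated viability meeting a 40% cutoff, limit read from the data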;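 also: viability without doxorubicin minus viability with 2 µM doxorubicin for each compound; larger differential means the compound sensitizes cells more to doxorubicin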
IL1B NFkB inh – blocks IL-1B driven NFkB nuclear translocation in HUVEC cells; 0.43% of 94,000 active; inhibition, % at 2 µM; HUVEC IL-1B NFkB p65 nuclear translocation imaging;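 active = inhibition above about 30% together with a positive call from visual inspection of the well image, limit read from the data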;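 also: nuclear over cytoplasmic p65 intensity ratio measured by imaging; 0% = IL-1B stimulated DMSO wells and 100% = unstimulated DMSO wells; values of inactives mirror those of a sister screen read the other way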
MRP reversal cytotoxicity – second read-out of MRP reversal, no call of its own (marks repeat the call); viability, %; H69AR cells, CellTiter-Glo, 72 h; measured here: cytotoxicity without doxorubicin
MRP reversal with doxorubicin – recorded beside MRP reversal, whose call it bears; viability, %; measured here: viability with 2 uM doxorubicin; hits give low values
IL1B NFkB inh cell count 2 µM – further read-out of IL1B NFkB inh, marked with its call; cell count; measured here: cells passing quality filter;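 raw number of nuclei counted in each imaged well without normalization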
NFkB transloc pot cell count 2 µM – second read-out of NFkB transloc pot, no call of its own (marks repeat the call); cell count; measured here: cells passing quality filter
Numbers without * were called inactive; nt = no result given. The list is partial, so the mix of outcomes need not match the whole.

no.	structure	NFkB transloc pot	NFkB transloc pot cell count 2 µM	Bcl-B TR3 displacers	PLAP inhibitors HTS	MRP reversal	MRP reversal cytotoxicity	MRP reversal with doxorubicin	IL1B NFkB inh	IL1B NFkB inh cell count 2 µM
1	COc1ccc(S(=O)(=O)Nc2nc3ccccc3s2)cc1OC	nt	nt	-14%	1%	-2	99	101	nt	nt
2	CC12C(=O)N(Cc3ccccc3)C(=O)C1C1C=CC2C1 (stereo not given)	nt	nt	-5%	8%	0	95	95	nt	nt
3	COc1ccc2c(c1)CCc1c(C(=O)NCCc3ccc(OC)c(OC)c3)noc1-2	19	119	-1%	-17%	17	94	77	-19	119
4	Cc1cccc(C)c1OCC(=O)N/N=C/c1cccn1C	0	100	nt	nt	2	83	81	0	100
5	CN(C)/C(CN1CCCCC1)=C1\N=C(c2ccccc2)OC1=O	13	147	-4%	-14%	nt	nt	nt	-13	147
6	COc1ccc(Cn2nnnc2C(c2cccs2)N2CCOCC2)cc1 (stereo not given)	2	101	-10%	-38%	-2	105	108	-2	101
7	C=CC[N+](C)(C)C/C(Cl)=C(\Cl)c1ccccc1	19	61	-4%	15%	2	93	91	-18	61
8	COC(=O)c1c(C(=O)OC)c(-c2ccc(C)cc2)n2c1CCC2	-3	143	3%	-6%	nt	nt	nt	3	143
9	CCOC(=O)Cn1nnc(-c2ccc(OCC(C)C)cc2)n1	-3	146	3%	-1%	4	90	86	3	146
10	COc1ccc(C2=Nn3c(nnc3-c3cccnc3)SC2)cc1	6	177	nt	nt	-31	46	77	-6	177
11	C=CCn1c(SCC(=O)O)nnc1-c1ccc(C(C)(C)C)cc1	24	140	-13%	-4%	10	95	84	-24	140
12	C=CCn1c(NCCO)nc2sc3c(c2c1=O)CCC3	nt	nt	-2%	-3%	4	83	79	nt	nt
13	O=C(CCN1C(=O)C2C3C=CC(C3)C2C1=O)NCCc1ccccc1 (stereo not given)	-8	117	-4%	-5%	4	101	97	8	117
14	O=C(c1cccs1)N1CCN(S(=O)(=O)c2ccccc2)CC1	-10	111	4%	15%	15	102	87	10	111
15	COc1ccc(-c2nc3n(n2)C(c2ccccc2Cl)C(C(N)=O)=C(C)N3)cc1 (stereo not given)	-1	170	0%	-13%	8	93	84	1	170
16	O=C(CCc1nc(-c2ccccc2)no1)NCC1CCCO1 (stereo not given)	4	106	-6%	-4%	-6	103	110	-4	106
17	Cc1ccc(-n2c(C)cc(C=C(C#N)C#N)c2C)cc1	-8	159	-2%	2%	nt	nt	nt	8	159
18	CCOC(=O)C1CCCCN1Cc1cc(OC)ccc1OC (stereo not given)	-6	174	-6%	-12%	5	92	87	6	174
19	COc1ccc(NC(=O)N(Cc2ccc(C)cc2)Cc2ccccn2)c(OC)c1	-6	171	nt	nt	17	92	75	6	171
20	COc1cc2c(cc1NCc1ccccn1)oc1ccccc12	-6	161	nt	nt	18	95	77	6	161
21	Oc1ccc(CN2CCCCC2)nc1-c1ccccc1	5	183	-4%	-4%	17	93	76	-5	183
22	CC(C)(C)c1ccc(COn2c(=O)c(-c3ccco3)[n+]([O-])c3ccccc32)cc1	23	170	-17%	-14%	0	34	35	-24	170
23	CCC1=C(C(=O)OC)C(c2cc(OC)ccc2OC)C(C#N)=C(N)O1 (stereo not given)	nt	nt	0%	-3%	-21	76	97	nt	nt
24	Cc1nn(-c2ccccn2)c2c1-c1nc(N)ncc1CC2	-6	117	6%	0%	1	68	67	6	117
25	CCOC(=O)Nc1nnc(-c2ccc(OC)cc2)s1	nt	nt	16%	-44%	1	84	83	nt	nt
26	CCC1c2ccc(C)n2CCN1C(=O)Nc1ccc(F)cc1 (stereo not given)	0	219	-1%	18%	4	104	101	0	219
27	COc1ccc(NC(=O)c2ccccc2NS(C)(=O)=O)cc1OC	-10	129	1%	6%	-7	101	108	10	129
28	COC(=O)NCc1ccc(Cl)c(Cl)c1	nt	nt	-4%	0%	-17	88	106	nt	nt
29	O=C(COc1ccccc1F)NC1CCN(Cc2ccccc2)CC1	4	156	7%	-62%	nt	nt	nt	-4	156
30	c1ccc2c(c1)[nH]c1c(NCC3CCCO3)ncnc12 (stereo not given)	36	117	-11%	-2%	5	70	65	-36	117
31	CSc1nc2c(cnn2-c2ccc(C)c(C)c2)c(=O)[nH]1	17	220	3%	4%	-8	20	28	-16	220
32	Nc1nnc(-c2cc3ccccc3oc2=O)s1	-12	108	-4%	4%	5	95	90	12	108
33	COc1ccc(C2C(C(=O)c3cccs3)=C(O)C(=O)N2c2nncs2)cc1 (stereo not given)	28	88	144%	-15%	-6	92	98	-28	88
34	O=C1C(=C(c2ccccc2)c2ccccc2)Nc2ccccc21	5	153	1%	37%	nt	nt	nt	-5	153
35	CCOC(=O)C1=C(c2ccccc2)OC(N)=C(C#N)C1C(C)C (stereo not given)	-2	195	-4%	2%	1	89	89	2	195
36	c1ccc(CSc2nnc(-c3ccncc3)o2)cc1	7	150	-11%	-47%	-17	89	106	-7	150
37	Cc1cccc(Cc2nnc(NC(=O)c3cccc(S(=O)(=O)N4CCOCC4)c3)s2)c1	nt	nt	-10%	0%	3	101	98	nt	nt
38	COc1ccccc1NC(=O)c1ccc(CN(c2cc(Cl)ccc2C)S(=O)(=O)c2ccccc2)cc1	38	120	4%	11%	nt	nt	nt	-38	120
39	Cc1c(C(=O)CN2CCOCC2)[nH]c2ccccc12	8	203	4%	5%	-6	88	94	-8	203
40	COc1ccc(NC(=O)C2CCCN2c2ccc(OC)c(OC)c2)cc1OC (stereo not given)	nt	nt	-20%	-14%	-5	91	96	nt	nt
41	Fc1ccc(C[n+]2csc3ccccc32)cc1	7	158	-1%	4%	nt	nt	nt	-6	158
42	COCCCNC(=O)c1ccc(Cn2c(=O)c3ccccc3n(Cc3ccc(C)cc3)c2=O)cc1	-1	78	-8%	6%	-9	43	51	1	78
43	CCCS(=O)(=O)c1c(S(=O)(=O)CCC)c2c3ccccc3ccn2c1C(N)=O	-12	186	-5%	2%	6	71	65	12	186
44	CC(C)OC(=O)CN1C(=O)C(C)(C)Oc2ccc(C(=O)NC3CC3)cc21	15	182	-6%	13%	9	98	89	-15	182
45	COCC(=O)N(Cc1ccc(OC)cc1)Cc1nc2ccccc2c(=O)[nH]1	-14	75	-6%	-24%	nt	nt	nt	14	75
46	Cc1ccc(NC(=O)c2cc(S(=O)(=O)N3CCCCC3)cs2)cc1	2	179	3%	24%	5	99	94	-2	179
47	CN(C)S(=O)(=O)c1ccc(C(=O)N2CCOCC2)cc1	-8	158	2%	14%	-3	98	101	8	158
48	CCOC(=O)c1c(C)n(C)c2c(C)cc(O)c(OC(=O)CC)c12	-2	85	0%	6%	-14	86	100	2	85
49	CCC(C)NC(=O)CCCc1ccccc1 (stereo not given)	7	191	-13%	8%	-13	86	100	-7	191
50	c1ccc(Cn2nnnc2C(c2cccnc2)N2CCN(C3CCCCC3)CC2)cc1 (stereo not given)	-1	144	0%	-61%	nt	nt	nt	2	144
51	CC(=O)N1CCc2cc(S(=O)(=O)CCC(=O)NCc3ccc4c(c3)OCO4)ccc21	-7	121	4%	-4%	7	95	88	7	121
52	O=C(Nc1ccccc1)N(Cc1ccccc1)Cc1ccccc1	-15	182	1%	5%	12	87	75	15	182
53	Cc1c(N(C(=O)c2cc(=O)[nH]c3ccccc23)C(C)C)c(=O)n(-c2ccccc2)n1C	-15	151	-10%	10%	-5	81	86	15	151
54	Cc1cc(C)c(NC(=O)COc2ccccc2C(=O)Nc2ccc3c(c2)oc2ccccc23)c(C)c1	0	156	-76%	-91%	-8	26	34	0	156
55	COc1ccc(-n2c(N)c(C(=O)NCc3ccco3)sc2=S)cc1	4	144	-2%	-8%	-2	90	92	-4	144
56	O=C(CCC(=O)OCC(=O)c1cccc([N+](=O)[O-])c1)Nc1ccccc1Cl	21	165	2%	2%	nt	nt	nt	-21	165
57	CCCC(=O)Nc1cccc(NC(=O)c2ccccc2Br)c1	-10	121	9%	15%	nt	nt	nt	10	121
58	CC(=O)Nc1cccc(NC(=O)CSc2nc(C)c(C)c(C)c2C#N)c1	-1	120	-4%	-13%	2	88	86	1	120
59	CCOc1ccc(NC(=O)CSc2nnc(C)n2CCCOC)cc1	-10	96	5%	-5%	18	107	90	10	96
60	CCOC(=O)Cn1nc(-c2ccccc2)c2ccccc2c1=O	4	171	4%	14%	10	99	89	-4	171

Further structures
no.	structure	NFkB transloc pot	NFkB transloc pot cell count 2 µM	Bcl-B TR3 displacers	PLAP inhibitors HTS	MRP reversal	MRP reversal cytotoxicity	MRP reversal with doxorubicin	IL1B NFkB inh	IL1B NFkB inh cell count 2 µM
61	CCC(C)(C(=O)NC1CCCC1)N(C(=O)CNC(C)=O)c1ccc(C)cc1 (stereo not given)	nt	nt	-11%	-42%	2	95	92	nt	nt
62	COc1cc(NC(=O)c2cc3c(=O)n(C)c4ccccc4c3n2C)cc(OC)c1OC	23	190	-7%	4%	8	84	76	-24	190
63	CN(CC(=O)N1CC(=O)N(CCc2ccccc2)C(=O)C1)S(=O)(=O)c1cccc2nsnc12	3	171	17%	0%	0	93	93	-3	171
64	COc1ccc2c(c1)[nH]c(=O)c1sc3ccccc3c12	nt	nt	-4%	-11%	nt	nt	nt	nt	nt
65	Cc1cc2nn(-c3ccccc3)nc2cc1NC(=O)c1cccs1	-10	99	-7%	-4%	6	61	55	10	99
66	Cc1nc2c(C(=O)N3CCCCC3)cnn2c(C)c1Cc1ccccc1F	5	83	8%	-40%	nt	nt	nt	-5	83
67	CC1CCCCN1C(=O)Cn1nnc(-c2cccnc2)n1 (stereo not given)	20	125	nt	nt	-2	96	98	-20	125
68	CCOc1ccc(C(=O)NC(=S)Nc2ccccn2)cc1[N+](=O)[O-]	3	154	-25%	nt	nt	nt	nt	-3	154
69	O=C(Nc1cccc2ccccc12)C1CCN(C(=O)Cc2ccccc2)CC1	-8	86	nt	nt	10	97	87	8	86
70	CCn1c(CCNC(=O)c2cccs2)nnc1SCC(=O)Nc1ccc(Cl)cc1	12	141	nt	nt	5	84	80	-12	141
71	Cc1cc(C(F)F)nn1CC(=O)N1CCSCC1	4	156	nt	nt	4	95	91	-4	156
72	CCOc1ccccc1N1CCN(C(=O)Nc2ccc(F)c(Cl)c2)CC1	-2	122	-5%	-12%	6	86	79	2	122
73	O=C(NCCc1ccccc1)C(c1ccncc1)N(C(=O)c1csnn1)C1CC1 (stereo not given)	0	88	nt	nt	-14	77	91	0	88
74	Cc1ccc(C(=O)COC(=O)CCC(=O)Nc2cccc(Cl)c2)cc1[N+](=O)[O-]	-4	138	-11%	-10%	nt	nt	nt	4	138
75	c1ccc(-c2n[nH]c(-c3ccccc3)c2-c2nc3ccccc3[nH]2)cc1	7	182	2%	-79%	9	95	87	-7	182
76	C/C(Cl)=C/Cn1c(SCCN2CCOCC2)nc2c1c(=O)[nH]c(=O)n2C	-6	127	7%	-12%	-3	78	81	6	127
77	Cn1c2ccc(F)cc2c2ncn(Cc3ccco3)c(=O)c21	-32	109	1%	12%	-3	90	93	32*	109*
78	COC(=O)c1nn(-c2ccc3c(c2)OCO3)cc1O	-10	165	5%	3%	-21	59	80	10	165
79	Nc1c(-c2cccc(Cl)c2)cnn1-c1cccc(C(F)(F)F)c1	10	220	-7%	6%	nt	nt	nt	-10	220
80	CCn1cc(C(=O)OCc2ccccc2)c(=O)c2ccc(C)nc21	16	146	-9%	25%	-10	76	85	-16	146

Compound activity deposited in PubChem by several laboratories.
